# Source: PubChem BioAssay
# Anesthetic bind: binds horse apoferritin like a general anesthetic | apoferritin/1-aminoanthracene competitive binding, fluorescence | Potency, µM (series often up to 77.5 µM), for the others: at the top dose activity change, negative = displacement, most hits filed as inhibitors | 350,000 tested, 0.074% active | AID 485281; also: % is scaled to controls: 0 for no effect and ±100 for the full control effect; nearly all actives have a fitted effect of over 20% in size
#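 Horse-spleen apoferritin (10 uM) in 50% saturated 1-aminoanthracene in PBS was incubated 10 min at room temperature with compound. Fluorescence (ex 380, em 535 nm) was normalized to free and bound 1-AMA, with concentration-response fitted by a four-parameter Hill equation.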
# APE1 inh: inhibitors of human APE1 endonuclease; P27695; recombinant APE1, TAMRA/BHQ-2 abasic DNA cleavage fluorescence; Potency, µM (doses to about 65.8 µM), without a hit: at the highest dose activity change, negative = inhibition, hits mostly inhibitors; 350,000 tested, 0.35% active; AID 2517;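 also: plate controls were vehicle for no effect and reference inhibitor for full effect; nearly all actives have a fitted effect of over 55% in size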
#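 Incision of a quenched TAMRA/BHQ-2 THF abasic-site duplex (50 nM) by 0.75 nM APE1, after 15 min compound preincubation, measured as fluorescence increase over three 60 s reads. Values normalized to buffer, DMSO and NSC13755 control wells.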
# Pol kappa inh: DNA polymerase kappa (human) inhibition | Q9UBT6 | purified Pol kappa, fluorescent DNA synthesis assay, 10 min | Potency, µM (titrated, usually from 107 µM), for the others: at the top dose activity, negative = inhibition, actives largely listed as inhibitors | 400,000 tested, 0.53% active | AID 588579; also: % is scaled to controls: 0 for no effect and ±100 for the full control effect
#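 Readout: fluorescence, taken kinetically at 0 and 10 min. Conditions: 10 nM Pol kappa, 15 min RT compound preincubation, 50 nM substrate final. Controls: enzyme-free buffer wells.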
# Pol iota inh: inhibitors of human DNA polymerase iota; AID 588590; Q9UNA4; 390,000 tested, 1% active; Potency, µM (series often up to 115 µM), for inactives: at the top dose activity, negative = inhibition, most hits filed as inhibitors; Pol iota fluorescent replication assay, 10 min
# Target sequence (Q9UNA4 whole entry, looked up): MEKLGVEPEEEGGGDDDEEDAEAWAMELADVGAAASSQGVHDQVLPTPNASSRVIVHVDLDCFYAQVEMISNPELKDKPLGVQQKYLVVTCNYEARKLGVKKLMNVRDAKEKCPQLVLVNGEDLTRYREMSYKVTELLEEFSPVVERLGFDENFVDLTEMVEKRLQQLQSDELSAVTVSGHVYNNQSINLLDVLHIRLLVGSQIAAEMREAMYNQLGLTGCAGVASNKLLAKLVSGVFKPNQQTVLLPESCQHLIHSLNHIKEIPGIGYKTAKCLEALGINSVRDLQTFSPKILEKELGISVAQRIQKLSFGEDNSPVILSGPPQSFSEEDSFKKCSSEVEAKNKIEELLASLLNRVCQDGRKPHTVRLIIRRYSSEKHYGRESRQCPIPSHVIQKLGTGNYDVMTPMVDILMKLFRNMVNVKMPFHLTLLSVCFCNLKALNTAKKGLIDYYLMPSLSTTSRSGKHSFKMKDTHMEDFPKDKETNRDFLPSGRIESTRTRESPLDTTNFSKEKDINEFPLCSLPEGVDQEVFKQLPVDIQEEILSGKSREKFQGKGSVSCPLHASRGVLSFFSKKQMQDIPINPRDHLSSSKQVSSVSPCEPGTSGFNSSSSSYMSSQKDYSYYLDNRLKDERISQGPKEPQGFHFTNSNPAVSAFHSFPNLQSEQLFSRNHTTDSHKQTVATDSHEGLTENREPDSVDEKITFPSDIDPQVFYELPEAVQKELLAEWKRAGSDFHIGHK
#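 Fluorescent replication assay read twice, at 0 min and 10 min after adding 50 nM (final) substrate. Enzyme (10 nM) and compounds were first incubated 15 min at room temperature; enzyme-free buffer wells were negative controls.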
# BAZ2B block: blocks human BAZ2B; Q9UIF8; AlphaScreen BAZ2B-H3K14Ac peptide displacement; Potency, µM (highest dose often 114 µM), without a hit: at the highest dose activity change, negative = inhibition, hits mostly inhibitors; 360,000 tested, 4.4% active; also: % is scaled to controls: 0 for no effect and ±100 for the full control effect; nearly all actives have a fitted effect of over 60% in size
#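 AlphaScreen displacement: compounds (up to 110uM) incubated 30 min at room temperature with a preformed 50 nM BAZ2B/50 nM biotinylated H3K14Ac peptide complex in PBS pH 7.4 with Tween-20. Donor and acceptor beads at 10 ug/mL final added, 20 min light-protected before reading.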
# G9a inh: blocks human histone lysine methyltransferase G9a | Q96KQ7 | G9a H3K9 monomethylation, AlphaScreen, 2 h | Potency, µM (titrated, usually from 102 µM), without a hit: at the highest dose activity, negative = inhibition, hits mostly inhibitors | 350,000 tested, 8.8% active | AID 504332; also: % is scaled to controls: 0 for no effect and ±100 for the full control effect; nearly all actives have a fitted effect of over 75% in size
# Target sequence (Q96KQ7 913-1193 limits assumed): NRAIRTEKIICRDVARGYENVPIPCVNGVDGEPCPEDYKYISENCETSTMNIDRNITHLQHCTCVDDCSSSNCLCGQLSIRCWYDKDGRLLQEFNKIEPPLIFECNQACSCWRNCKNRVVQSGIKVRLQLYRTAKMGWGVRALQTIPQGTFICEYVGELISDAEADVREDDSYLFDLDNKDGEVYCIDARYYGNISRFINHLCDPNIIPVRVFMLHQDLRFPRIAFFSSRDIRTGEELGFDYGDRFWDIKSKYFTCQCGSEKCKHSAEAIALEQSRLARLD
#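 G9a (20 nM) was preincubated 15 min with compound, then reacted 2 h at room temperature with 500 nM biotin-H3K9 peptide and 20 µM SAM. Monomethyl-H3K9 detected by AlphaScreen using anti-H3K9me1 antibody.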
# POLH inh: blocks human DNA polymerase eta activity; Q9Y253; recombinant Pol eta, fluorescent DNA replication assay; Potency, µM (doses to about 114 µM), for inactives: top-dose activity change, negative = inhibition, usual class: inhibitors; 390,000 tested, 1.2% active; also: % is scaled to controls: 0 for no effect and ±100 for the full control effect
#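 Pol eta (10 nM) was preincubated with compounds for 15 min at room temperature, after which fluorescent replication substrate (50 nM final) was added to start the reaction. Fluorescence was read kinetically at 0 and 10 min.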
# BLM inh: blocks DNA unwinding by human BLM helicase; 350,000 tested, 0.2% active; P54132; AID 2528; recombinant BLM DNA unwinding, fluorescence dequenching; Potency, µM (titrated, usually from 56.1 µM), without a hit: top-dose activity change, negative = inhibition, hits mostly inhibitors;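 also: plate controls were vehicle for no effect and no enzyme for full effect; nearly all actives have a fitted effect of over 35% in size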
# Pol beta inh: blocks human DNA polymerase beta activity; AID 485314; P06746; Potency, µM (doses to about 114 µM), inactives show at the highest dose activity change, negative = inhibition, usual class: inhibitors; 340,000 tested, 1.3% active; Pol beta primer extension/strand displacement, fluorescence kinetic; also: % is scaled to controls: 0 for no effect and ±100 for the full control effect
#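 Homogeneous kinetic assay of primer extension and strand displacement by 10 nM Pol beta, preincubated 15 min at room temperature with compound before 50 nM substrate (final) was added. Read at 0 and 10 min; four-parameter Hill fit.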
# Starred values were filed as active, the others as inactive; u = inconclusive; x = not tested or not shown; & = joins results of further samples; [ ] = another dose, or the depositor's remark. Calls follow the shape of the dose curve; as a rule, active = well fitted curve in the direction sought with a large enough effect; inconclusive = small, poorly fitted or top-dose-only effect, or another doubt; inactive = no such curve, though single readings can be large; an effect the other way counts as inactive or inconclusive. Potency is read from the fitted curve at half-maximal effect. Only part of the results is shown; rates above refer to the full screens.
SMILES,Anesthetic bind,APE1 inh,Pol kappa inh,Pol iota inh,BAZ2B block,G9a inh,POLH inh,BLM inh,Pol beta inh
COc1ccc(-c2cn3cccnc3n2)cc1NC(=O)c1c(F)cccc1F,104%[activator],x,-10%[60.1 µM],14%,3%,-4%[59 µM],16%,1%,-10%
CN1C(=O)Cc2cc(S(=O)(=O)CCC(=O)Nc3ccc(Cl)cc3)ccc21,1%,x,-15%,-17%,0%,-18%[59 µM],-11%,0%,0%
CCCn1nnc(NC(=S)NC(=O)CC)n1,7%,1%,-5%,-6%,-33%,8.9µM*,-5%,-1%,0%
CC1CN(C(=O)N2CCC(C(=O)NC3CCCCCC3)CC2)c2cc(Cl)ccc2O1 (stereo not drawn),-14%,x,-21%,-1%,-36%,u,-10%,-8%,1%
OC1(c2ccc(Br)cc2)CN(c2ccccc2)C2=[N+]1CCS2 (stereo not drawn),-14%,-2%,-9%,-25%,x,-30%,-2%,-2%,-1%
COc1ccc(Cl)cc1NC(=O)CN(C)CC(=O)Nc1ccccc1N1CCOCC1,-17%,1%,-11%,56%[activator],-1%,-4%,-23%,0%,3%
CS(=O)(=O)Nc1cccc(-c2cncnc2Nc2ccccc2)c1,x,u,4%[60.1 µM],x,x,-38%[0.501 µM],x,20%,x
CCCS(=O)(=O)c1nc(S(=O)(=O)c2ccc(C)cc2)c(N2CCN(CCO)CC2)s1,5%,61%[activator],-13%,25%,-21%,3%,1%,2%,5%
O=C(NCC1COc2ccccc2O1)C1CCCN(S(=O)(=O)c2cccc3cccnc23)C1 (stereo not drawn),-20%,-7%,-15%,-10%,-1%,-41%,-13%,3%,0%
CCN1C(=O)N[C@@H](c2cccc(C(F)(F)F)c2)C(C(=O)OC)=C1C,x,-2%[12.4 µM],-3%,10%,x,x,-1%,-5%[12.4 µM],x
O=C1C(Cl)=C(NC2CCCCC2)C(=O)N1Cc1ccccc1,u,7%,-3%,42%[activator],x,297%[activator],-26%,-6%,11%
Cc1ccccc1COC(=O)c1ccc(-c2nnn(Cc3ccccc3F)n2)cc1,-2%,x,3%,38%[activator],18%,35%[59 µM],x,-6%,12%
O=C(OOC(=O)c1ccccc1)c1ccccc1,-3%&1%,-5%&4%,10%&1%[60.1 µM],x,x,28%[59 µM],x,-2%&-9%,x
O=C(Cn1cc(C(F)(F)F)ccc1=O)N/N=C/c1ccc(Cl)cc1Cl,-2%,0%,-21%,5%,1%,1%[59 µM],-9%,-8%,22%
O=S(=O)(N/N=C\C=C\c1ccccc1)c1ccc(Cl)cc1,-11%,-5%,-11%,-4%,-31%,u,-16%,-6%,18%
CCCN1CCN(CCNC(=O)Nc2ccccc2Cl)CC1,-1%,60%,0%,49%[activator],-1%,-6%,-23%,-4%,3%
Cc1ccc(S(=O)(=O)Cc2ccc(C(=O)OCc3ccccc3)cc2)cc1,-10%,-8%,-10%,3%,12%,45%[59 µM],-11%,-8%,9%
OCCn1c(C(F)(F)F)nc2ccccc21,12%,13%,2%,5%,6%,-6%[59 µM],-8%,3%,1%
C/C(O)=C(\C#N)P(=O)(c1ccccc1)c1ccccc1,32%[activator],5%,-10%,-10%[58.9 µM],0%,x,-20%,-2%,30%
Cc1ccc(C(=O)NCCc2cccc(Cl)c2)cc1[N+](=O)[O-],232%[activator],-3%,-10%,19%,-10%,8%[59 µM],-22%,-9%,32%
CCCn1nc(C(=O)Nc2cc(S(=O)(=O)Nc3ccc(OC)cc3)ccc2O)c2ccccc2c1=O,x,0%,-14%,19%,x,x,-9%,x,x
Cc1cccc(C(=O)Nc2cccc(C(=O)OCc3cc(=O)n4ccsc4n3)c2)c1,-1%,x,-15%[60.1 µM],5%,-2%,-32%[59 µM],-12%,-3%,-14%
COC(=O)Nc1sc2c(c1C(N)=O)CCCCCC2,-1%,7%,-2%,0%,-3%,3.5µM*,8%,1%,0%
COc1ccccc1NC(=O)Cn1nc(C(F)(F)F)c2c1CCCC2,0%,-7%,-19%,-9%,-9%,-43%[12.7 µM],-16%,1%,-24%
O=C(O)CCC(=O)Nc1ccc(-c2nc3ccc(C(=O)c4ccccc4)cc3[nH]2)cc1,-13%,8%,5%,128%[activator],-33%,x,6%,-7%,1%

# Limited to G9a inh, POLH inh and BAZ2B block, for three of the compounds above:
smiles,G9a inh,POLH inh,BAZ2B block
CC1CN(C(=O)N2CCC(C(=O)NC3CCCCCC3)CC2)c2cc(Cl)ccc2O1 (stereo not drawn),u,-10%,-36%
OC1(c2ccc(Br)cc2)CN(c2ccccc2)C2=[N+]1CCS2 (stereo not drawn),-30%,-2%,x
COc1ccc(Cl)cc1NC(=O)CN(C)CC(=O)Nc1ccccc1N1CCOCC1,-4%,-23%,-1%

# The list continues:
SMILES,Anesthetic bind,APE1 inh,Pol kappa inh,Pol iota inh,BAZ2B block,G9a inh,POLH inh,BLM inh,Pol beta inh
CCOc1ccc(N2C(=O)CC(NCCNc3ccc(C(=O)c4cccs4)cc3)C2=O)cc1 (stereo not drawn),-15%,13%,8%,22%,-12%,x,-5%,-6%,u
Cc1ccc(-c2nnc(SCC(=O)NCCC(C)C)nc2-c2ccc(C)cc2)cc1,u,x,-13%,u,-21%,u,-12%,-14%,-19%
Cc1ccc(S(=O)(=O)n2c(N)nc3ccccc32)cc1,-21%,-17%,2%,-12%,-27%,50µM*,-15%,-6%,-6%
CN1CCN(C(=O)CSc2nnc(COc3ccccc3)o2)CC1,-13%,12%,-20%,107%[activator],-2%,40µM*,5%,-8%,4%
CCn1c(CNc2cccc(C(F)(F)F)c2)n[nH]c1=S,-21%,16%,12%,-15%,-11%,x,-7%,3%,97%
COc1cc2c(cc1OC)n(CC(=O)c1ccc(C)cc1C)c(=O)n1nc(CCn3nc(C)cc3C)nc21,-12%,x,-3%[60.1 µM],-3%,-1%,11%[59 µM],-2%,-10%,-1%
O=C(CCN1CCN(c2ccccc2F)CC1)c1ccc(Br)cc1,u,-4%,-12%,u,-4%,3.2µM*,-8%,-7%,11%
CSCCC(NS(=O)(=O)c1ccc(C)cc1)C(=O)NNC(=O)c1csc(N2CCOCC2)n1 (stereo not drawn),-5%,-4%,-3%,5%,-5%,14%[0.501 µM],-9%,-4%,-2%
CC(C)(C)c1ccc(NC(=O)N2CCN(c3ccc([N+](=O)[O-])cn3)CC2)cc1,-15%,1%,-10%,50%[activator],-22%,5%[59 µM],-9%,-4%,-29%
COCCCN=Cc1c(-c2ccccc2)[nH]n(-c2nc3ccccc3s2)c1=O,u,-5%,-10%,-24%,-23%,-5%,-2%,-7%,-1%
CCOc1cc(C(=O)Nc2ccc(C(=O)NCCN(CC)CC)cc2)ccc1OCC(=O)N1CCOCC1,x,4%,-27%,u,8%,50µM*,-15%,x,x
CCC(C)c1ccc(NC(=O)CC(C)=O)cc1 (stereo not drawn),u,-3%,-5%,6%,3%,-18%,-19%,-3%,4%
O=C(COC(=O)C1CCCCC1)Nc1cc([N+](=O)[O-])ccc1F,u,-4%,-1%,14%,x,-6%,-10%,-2%,17%
Cc1cc(C)c(C#N)c(OCC(=O)c2ccc(Br)cc2)n1,u,-5%,-10%,33%[activator],10%,x,-4%,-5%,u
COc1cccc(C(=O)Nc2c3c(nn2-c2ccc([N+](=O)[O-])cc2)CS(=O)(=O)C3)c1,-10%,19%,-2%,0%,u,21%[59 µM],-20%,-2%,-11%
CC(=O)Nc1ccc(S(=O)(=O)NC2(C(F)(F)F)C(=O)Nc3c2c(=O)n(C)c(=O)n3C)cc1 (stereo not drawn),-12%,3%,-6%,11%[58.9 µM],-5%,-29%[59 µM],-2%,-11%,12%
O=C(CSc1nnc(-c2cccs2)n1CC1CCCO1)N1CCCC1 (stereo not drawn),-6%,2%,-5%,144%[activator],0%,27%,-7%,-12%,3%
CCCC(C)c1nnc(NC(=O)C2CC(=O)N(CCc3ccc(F)cc3)C2)s1 (stereo not drawn),-12%,6%[12.4 µM],1%,27%,-18%,7.9µM*,-9%,1%,9%
O=C(CSc1n[nH]c(-c2ccco2)n1)Nc1ccccc1F,-13%,12%[12.4 µM],3%,28%,-2%,-9%[59 µM],-15%,0%,88%
Cc1cnc2cc(Cl)ccc2c1SCC(=O)O,-4%,0%,1%,8%,-19%,-4%,-4%,1%,4%
CCOc1ccc(C(=O)Nc2ccc3oc(-c4cccc5ccccc45)nc3c2)cc1,12%,x,-19%,u,1%,0%[59 µM],-7%,1%,0%
COn1c(SCc2ccc(C)cc2C)nc2ccccc2c1=O,-13%,-2%,-8%,22%,30%,55%[activator],-23%,-7%,9%
Cc1ccccc1NS(=O)(=O)c1ccc2[nH]c(=O)[nH]c2c1,-8%,-10%,-15%,92%[activator],1%,1%,-4%,-2%,-1%
CCCC(=O)NCC(c1ccc2c(c1)OCO2)N1CCOCC1 (stereo not drawn),6%,x,-2%[60.1 µM],-9%,4%,-10%[59 µM],-9%,1%,1%
CCCc1cc(=O)oc2cc3occ(C)c3cc12,-15%,-1%,-5%,6%,2%,7%[12.7 µM],-7%,1%,u
CCCC(C)NC(=O)c1ccc(F)cc1 (stereo not drawn),3%,-1%,-2%,14%,10%,5%[12.7 µM],0%,-3%,10%
Oc1c(C(c2ccc(Cl)cc2Cl)N2CCOCC2)sc2nc(-c3ccco3)nn12 (stereo not drawn),-15%,x,-5%[60.1 µM],21%,u,-30%[59 µM],-11%,-2%,24%
COc1ccccc1CNC(=O)COC(=O)c1cccnc1SCC(=O)NCc1ccccc1OC,1%,-10%,-14%,109%[activator],-20%,u,-12%,0%,-25%
COc1ccccc1-n1cc(-c2ccc(Cl)cc2)[nH]c1=O,-11%,2%,-18%,-1%,u,56µM*,-17%,5%,29%
CCOc1ccc(NC(=O)C2CC(=O)N=C(N)S2)cc1 (stereo not drawn),u,u,-5%,11%,-16%,-40%[59 µM],-2%,0%,0%
